EWS-Fli inh – EWS/Fli-driven NR0B1 reporter inhibitors, primary screen, A673 cells, NR0B1 luciferase, luminescence, MLPCN library. hit rate 0.67% among 350,000. inhibition, % at 12.6 µM. AID 651661, 2012. viability-normalised;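 active means mean inhibition of at least 50% after viability correction, with every replicate also passing that limit; inconclusive means mean reaches 50% but only one of two replicates passes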;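 further: firefly luciferase signal divided by Alamar Blue viability fluorescence both relative to DMSO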
RAD54 inh – inhibitors of human RAD54 branch migration, primary screen, biochemical, fluorescence, single point; DNA repair and recombination protein RAD54-like (Homo sapiens), Q92698; inhibition, % at 10.4 µM; RAD54 Holliday junction branch migration, FAM/BHQ fluorescence; hit rate 0.14% among 360,000;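 active means mean normalized replicate activity at least 40 and at least half of replicates scoring 40 or more; inconclusive means only one of the two criteria met; inactive means mean below 40 and under half of replicates reaching 40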;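 further: 0% = median of neutral control wells and 100% = median of positive control wells; inhibitors cause a drop in the FAM fluorescence signal; in these data hits start at about 50%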
E-selectin induc – E-selectin induction in HUVECs, primary screen, imaging, HUVEC, immunofluorescence imaging, single point | P16581 | normalized: neutral wells 0, TNF-alpha wells 100 | activation, % at 7.58 µM | hit rate 0.37% among 260,000 | AID 686992, 2013;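 active means mean E-selectin-positive cell signal at least 10% of the positive control, reached in at least 60% of replicates, without over 20% cell loss; inconclusive means no rule given, readout overlaps actives, possibly toxicity-flagged; inactive means the rest, including those meeting only one limit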;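 further: in these data hits start at about 27%; measured in HUVEC primary endothelial cells; signal is the percent of cells scored E-selectin positive by PE staining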
Target sequence (P16581 whole entry, looked up): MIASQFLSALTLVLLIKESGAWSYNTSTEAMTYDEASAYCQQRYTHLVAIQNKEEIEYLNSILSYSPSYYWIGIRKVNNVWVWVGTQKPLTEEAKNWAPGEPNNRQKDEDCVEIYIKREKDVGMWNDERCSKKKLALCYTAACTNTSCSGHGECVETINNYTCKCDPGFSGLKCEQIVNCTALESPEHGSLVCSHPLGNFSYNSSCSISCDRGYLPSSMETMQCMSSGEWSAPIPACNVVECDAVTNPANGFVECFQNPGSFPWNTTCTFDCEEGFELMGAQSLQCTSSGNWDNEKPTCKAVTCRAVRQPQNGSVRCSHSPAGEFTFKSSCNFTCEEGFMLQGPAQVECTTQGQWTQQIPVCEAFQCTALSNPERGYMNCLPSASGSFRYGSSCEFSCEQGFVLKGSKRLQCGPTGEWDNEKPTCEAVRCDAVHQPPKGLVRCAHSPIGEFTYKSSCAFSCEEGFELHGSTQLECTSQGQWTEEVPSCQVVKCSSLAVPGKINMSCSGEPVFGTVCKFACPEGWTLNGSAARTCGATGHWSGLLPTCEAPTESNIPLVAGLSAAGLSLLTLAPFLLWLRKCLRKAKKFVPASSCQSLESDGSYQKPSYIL
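Assay system: HUVEC primary endothelial cells. Input: 3,000 HUVEC seeded per well. Doses: one compound dose added by pin transfer. Read-out basis: % PE-positive cells. Benchmarks: TNF-alpha high, DMSO low. Detection: immunofluorescence imaging. Buffer or medium: EGM-2, gelatin.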
esBAF inh – Bmi1 luciferase reporter increase in mESCs, primary screen, esBAF inhibitor project, mouse ES cells, Bmi1 luciferase knock-in, single point. 24 h; 100% = twice the neutral-well signal. reporter increase, % at 12.5 µM. hit rate 2% among 350,000. AID 602393, 2012; in the data active means activation above about 40%; inconclusive means no clear call, values can overlap the other calls;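 further: 0% = median of the plate's neutral control wells and 100% = double that signal; a rise in the Bmi1 reporter signal indicates esBAF inhibition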
FN deposit inh – inhibitors of fibronectin matrix deposition, primary screen, AH1F cells, Alexa488-fibronectin fluorescence, plate reader; hit rate 0.086% among 350,000; AID 743247, 2014; inhibition, % at 12.6 µM; AH1F fibroblasts, overnight;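 active means mean inhibition across replicates of 30% or more, regardless of how many single replicates reach that level; inconclusive means mean under 30% yet at least half of replicates reach 30%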;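 further: positive control wells lacked labelled fibronectin entirely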
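Assay system: AH1F fibroblasts assembling fluorescent fibronectin matrix; Amount: 10000 AH1F cells per well; Buffer or medium: DMEM, 2% serum; Probe or stimulus: Alexa488-fibronectin, 24 nM final in well; Doses: single compound dose, delivered by pin transfer; Incubation: 1 h adhesion, overnight exposure; Measured by: fluorescence 485/525 nm; Read-out: fibronectin deposition inhibition.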
RAD52 anneal inh – RAD52 DNA annealing inhibitors, primary screen, biochemical, FRET, single point, set 2; recombinant RAD52 DNA annealing, FRET fluorescence; hit rate 0.46% among 360,000; inhibition, % at 18.7 µM;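 active means every replicate showing at least 50% inhibition; inconclusive means mean inhibition at least 50% but not in every replicate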
S100A4 inh HTS – inhibitors of S100A4-myosin IIA peptide binding, primary screen, biochemical, fluorescence polarization, TAMRA-MyoIIA peptide; Protein S100-A4 (Homo sapiens), P26447; inhibition, % at 10.7 µM; hit rate 0.14% among 360,000; AID 652163, 2013;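 active means mean inhibition of at least 70% across replicates, with every replicate also reaching that level; inconclusive means mean inhibition reaches 70% but some replicates fall short; inactive means mean inhibition below 70%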
Target sequence (P26447 whole entry, looked up): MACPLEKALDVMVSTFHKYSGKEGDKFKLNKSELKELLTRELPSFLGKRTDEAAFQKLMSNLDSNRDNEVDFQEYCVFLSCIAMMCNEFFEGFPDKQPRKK
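System – human S100A4 monomer protein, biochemical binding assay · Buffer or medium – Calcium-containing HEPES buffer, pH 7.2 · Timing – 5 min between mix addition and reading · Also added – TAMRA-labelled myosin IIA heavy-chain peptide probe, 5 nM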
Xi reactivation – activators of inactive X chromosome reactivation, primary screen, imaging, XiGFP fibroblasts, GFP high-content imaging, set 2; hit rate 0.055% among 360,000; XiGFP mouse fibroblasts, % GFP-positive cells imaging, 3 d; cells co-treated with 5-aza-dC sensitizer; scaled so ellipticine positive control = 100%; AID 743238, 2013; activation, % at 7.58 µM;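 active means mean normalized replicate activation at least 10% and every replicate at or above 10%; inconclusive means only one of the two criteria met; inactive means mean below 10% and not all replicates reach 10%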;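 further: 0% = median of on-plate neutral control wells and 100% = ellipticine 6 µM median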
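Assay system: SV40-immortalized XiGFP fibroblast cells, line 68-5-11; buffer or medium: DMEM plus 5-aza-dC sensitizer; compound: one concentration, pinned; timing: compounds 3 days, fix/stain 15 min at room temperature; benchmarks: positive control ellipticine, 6 µM final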
An asterisk follows results filed as active; ? = inconclusive; · = not tested or not shown; & = joins results of further samples.

1: NC(=O)c1ccc(SCC(=O)OCC(=O)NCc2ccco2)c([N+](=O)[O-])c1
2: Cc1cc(C)c2cc(C)c(SCC(=O)NCc3ccco3)nc2c1
3: COc1ccc(S(=O)(=O)N2CCC(C(=O)OCC(=O)c3ccccc3)CC2)cc1[N+](=O)[O-]
4: COc1ccccc1OCCNC(=O)Nc1ccc(Br)cc1
5: COc1ccc(NC(=O)CN2CCN(c3ccccn3)CC2)cc1Cl
6: N=c1ccn(CC(=O)c2ccc(-c3ccccc3)cc2)cc1
7: CC1(C(=O)N/N=C/c2ccc3c(c2)OCO3)CC1(Br)Br (stereo not given)
8: O=C(Cn1nc(C(=O)O)c2ccccc2c1=O)Nc1ccc(F)cc1
9: CCN(CC(=O)Nc1ccc(NC(C)=O)cc1)C(=O)CSC(=S)N1CCCC1
10: Cc1ccc(NC(=O)Cc2nnc(SCC(=O)Nc3nncs3)n2C)c(C)c1

Assay by compound,1,2,3,4,5,6,7,8,9,10
EWS-Fli inh,-2,8,3,6,-11,31,-9,·,2,-4
RAD54 inh,-1,·,-7,·,-5,·,7,-9,10,4
E-selectin induc,-0.3,·,-0.1,0.2,0.0,0.1,1.2,·,-1.2,0.6
esBAF inh,0,·,·,·,2,·,6,-11,0,-6
FN deposit inh,-14,-2,5,17,-1,-1,3,3,7,-1
RAD52 anneal inh,-14,-11,-8,4,-13,28,-10,-4,-19,-13
S100A4 inh HTS,-11,-6,1,2,0,3,-2,0,-26,-5
Xi reactivation,0.1,0.0,0.0,0.2,0.3,0.0,0.0,0.1,0.2,0.2

11: O=C(CN1C(=O)CSc2ccc(S(=O)(=O)N3CCCCC3)cc21)NCc1ccccc1Cl
12: CC(C(=O)NCC1CCCCC1)N1CCN(S(=O)(=O)c2ccccc2F)CC1 (stereo not given)
13: C[C@@H]1CN([C@@H](C)CO)C(=O)c2cc(NS(=O)(=O)c3ccccc3)ccc2O[C@@H]1CN(C)S(=O)(=O)c1ccc(F)cc1
14: N#Cc1cccc(-c2ccc(C3[C@@H]4CN(C(=O)C5CCOCC5)C[C@H]3N4)cc2)c1 (stereo not given in full)
15: c1ccc(Cn2ncc3c(N4CCN(c5ccccc5)CC4)ncnc32)cc1
16: Cc1cc(C)c(C(=O)C(C)OC(=O)C2=COCCO2)cc1C (stereo not given)
17: CC1O[C@@H](OC2C(O)C(O)C(CO)O[C@H]2OC2C[C@]3(C)C(CC(O)C4[C@@H]([C@]5(C)CC[C@@H](C(C)(C)O)O5)CC[C@]43C)[C@@]3(C)CCC(O)C(C)(C)C23)C(O)C(O)C1O (stereo not given in full)
18: CO[C@@H]1CN(C)C(=O)c2ccc(NS(=O)(=O)c3ccccc3C)cc2OC[C@@H](C)N(C)C[C@H]1C
19: COc1ccc2[nH]c3c(=O)n(CCCCCC(=O)NCCC(C)C)c(=S)[nH]c3c2c1
20: CC(C)NC(=O)COC(=O)c1cncc(Br)c1

Assay by compound,11,12,13,14,15,16,17,18,19,20
EWS-Fli inh,·,3,7,-5&-3,19,-5,-5,3,3,-4
RAD54 inh,-5,-4,·,·,0,3,-21,6,·,·
E-selectin induc,·,1.4,0.2,0.1&0.0,·,0.9,-0.2,-0.1,·,·
esBAF inh,8,0,9,·,-3,1,10,7,·,·
FN deposit inh,1,0,·,-5&-4,3,·,6,·,1,-6
RAD52 anneal inh,-5,-10,·,-12&3,-4,-8,-8,-10,-14,-13
S100A4 inh HTS,-5,1,·,-31&49,-2,4,-2,6,5,2
Xi reactivation,0.0,0.3,0.2,0.1&0.1,-0.1,0.0,0.0,0.4,0.0,0.0

21: O=C1NC(c2ccccc2)Oc2ccccc21 (stereo not given)
22: O=C(Cc1ccncc1)N[C@H]1CC[C@@H](CCn2cc(-c3ccccc3F)nn2)O[C@@H]1CO
23: OC[C@@H]1[C@H](c2ccc(C3=CCCC3)cc2)[C@H]2CN(Cc3ccncc3)CCCCN12
24: CC(C)(C)NC(=O)C1c2ccccc2OCC(=O)N1CCc1ccccc1 (stereo not given)
25: CCCc1ccc(S(=O)(=O)N2CCN(C(=O)CN3C(=O)NC(C)(C4CC4)C3=O)CC2)cc1 (stereo not given)
26: O=C(NCC1CCCO1)C(=O)NCC(c1ccco1)N1CCN(c2ccccc2)CC1 (stereo not given)
27: Cc1ccccc1CN1CCN(CC(=O)NCc2ccccc2)C1=O
28: O=C(COc1ccc(Cl)cc1)NNC(=O)c1ccc2c(=O)n3c(nc2c1)CCC3
29: CCOC(=O)C1CCCN(C(=O)c2ccc(F)c(Cl)c2)CC1 (stereo not given)
30: O=C(Nc1ccc(N2CCOCC2)c(Cl)c1)c1ccc(Cl)cc1

Assay by compound,21,22,23,24,25,26,27,28,29,30
EWS-Fli inh,-2,3,-5,6,7,-8,4,-2,-4,-113
RAD54 inh,4,1,2,·,20,8,·,6,-2,-5
E-selectin induc,·,-0.3,-0.1,·,-0.2,·,·,-2.4,-0.1,8.2
esBAF inh,-4,1,-3,·,7,-7,-2,-1,2,45*
FN deposit inh,-3,2,6,-3,1,6,·,2,8,1
RAD52 anneal inh,-7,-11,29,2,-26,-10,-8,0,-21,-4
S100A4 inh HTS,0,-5,-5,-2,-2,-7,1,-1,0,-4
Xi reactivation,0.2,0.7,0.2,-0.1,0.1,0.0,·,-0.6,-0.2,-0.1

31: C/C=C/c1cnc2c(c1)C(=O)N([C@@H](C)CO)C[C@@H](C)[C@@H](CN(C)C(=O)c1cnccn1)O2
32: C[C@@H]1CN([C@@H](C)CO)C(=O)c2cc(NC(=O)Nc3ccc(C(F)(F)F)cc3)ccc2O[C@@H]1CN(C)C
33: C#CCN(C[C@H]1[C@H](OC(=O)NCc2ccccc2F)[C@H](OC(=O)NCc2ccccc2F)C[C@@H](C(=O)OC)[C@H]1C(=O)OC)S(=O)(=O)c1ccc(C)cc1
34: CC(C)NC(=O)N1[C@@H](CO)[C@@H](c2ccccc2)C12CN(C(=O)c1ccccn1)C2
35: CCCC(=O)Nc1ccc2c(c1)C(=O)N(C)C[C@H](OC)[C@@H](C)CN(C)[C@H](C)CO2
36: CC1=NC(C)(C)Cc2cc(C)c(C)cc21
37: CC(C)NC(=O)Nc1cccc2c1O[C@@H](CN(C)Cc1ccncc1)[C@@H](C)CN([C@H](C)CO)C2=O
38: C[C@H]1CN([C@@H](C)CO)C(=O)c2cccc(NC(=O)NC3CCCCC3)c2O[C@@H]1CN(C)C(=O)Nc1ccc(C(F)(F)F)cc1
39: CCC(=O)N1CC2(C1)[C@@H](c1ccc(-c3cccc(C)c3)cc1)[C@@H](CO)N2S(C)(=O)=O
40: C[C@H](CO)N1C[C@H](C)[C@@H](CN(C)Cc2cncnc2)Oc2cc(-c3cncnc3)ccc2S1(=O)=O

Assay by compound,31,32,33,34,35,36,37,38,39,40
EWS-Fli inh,-1,11,5,·,-13,-1,-2,16,-5,5
RAD54 inh,5,8,3,·,7,·,0,-3,·,-2
E-selectin induc,-0.1,0.2,0.5,1.1,-0.1,-0.1,-14,0.3,0.1,0.0
esBAF inh,-6,0,20,·,-3,·,5,10,·,-3
FN deposit inh,·,7,5,4,·,1,·,13,-6,·
RAD52 anneal inh,8,30,-16,-11,4,-8,11,-11,7,8
S100A4 inh HTS,3,11,1,-4,7,18,22,25,0,14
Xi reactivation,-0.6,-0.7,0.2,0.0,0.2,0.1,0.0,-1.0,0.1,-0.9

From compound 1 as far as 3, copied from above:
1: NC(=O)c1ccc(SCC(=O)OCC(=O)NCc2ccco2)c([N+](=O)[O-])c1
2: Cc1cc(C)c2cc(C)c(SCC(=O)NCc3ccco3)nc2c1
3: COc1ccc(S(=O)(=O)N2CCC(C(=O)OCC(=O)c3ccccc3)CC2)cc1[N+](=O)[O-]

Assay by compound,1,2,3
EWS-Fli inh,-2,8,3
RAD54 inh,-1,·,-7
E-selectin induc,-0.3,·,-0.1
esBAF inh,0,·,·
FN deposit inh,-14,-2,5
RAD52 anneal inh,-14,-11,-8
S100A4 inh HTS,-11,-6,1
Xi reactivation,0.1,0.0,0.0

The list goes on.
41: Cc1ccc(C2NC(C(=O)O)CS2)cc1 (stereo not given)
42: COc1ccc(C[C@@H]2CCn3cc(nn3)COC[C@H](C(C)C)NC2=O)cc1
43: CC(C)CN(CCNC(=O)CC1Oc2ccccc2NC1=O)CC(C)C (stereo not given)
44: Cc1ccc(C2=C(O)c3ccccc3C(=O)C2=O)cc1
45: C[C@@H]1CN([C@H](C)CO)S(=O)(=O)c2ccc(C#CC(C)(C)O)cc2O[C@@H]1CN(C)Cc1ccc(-c2ccccc2)cc1
46: CCC(=O)N1CCC2(CC1)CN(Cc1ccccc1Cl)[C@H](CO)c1c2c2ccc(OC)cc2n1C
47: Cn1c(CC(O)c2nc3ccccc3n2C)nc2ccccc21 (stereo not given)
48: COc1ccccc1/C=N/NC(=O)C(=O)Nc1ccccc1OC(F)(F)C(F)F
49: CO[C@@H]1CN(C)C(=O)c2ccc(NC(=O)c3nc4ccccc4s3)cc2OC[C@@H](C)N(Cc2ccncc2)C[C@H]1C
50: CC(C)CCNC(=O)c1cc(S(=O)(=O)N2CCCCC2)ccc1N1CCOCC1
51: O=C(N/N=C/c1ccc[nH]1)c1cc(-c2cccs2)nc2ccccc12
52: Cc1cc(Cl)ccc1C(O)c1ncc(-c2ccccc2C(F)(F)F)[nH]1 (stereo not given)

Assay by compound,41,42,43,44,45,46,47,48,49,50,51,52
EWS-Fli inh,-7,-8,2,7,27,9,-15,4,-41,-3,20,-6
RAD54 inh,·,·,-17,-11,-1,·,5,7,2,·,2,8
E-selectin induc,-0.4,0.0,·,1.0,0.5,-0.2,·,·,-0.2,0.2,·,-0.1
esBAF inh,·,·,-5,2,-3,·,36,·,?,-5,0,-1
FN deposit inh,6,-7,0,1,-7,·,-3,6,6,-1,1,5
RAD52 anneal inh,-3,2,8,6,7,-67,-5,-13,16,-3,-8,-4
S100A4 inh HTS,-3,-4,0,-8,1,-5,1,0,-7,-4,-3,-1
Xi reactivation,0.5,-0.1,-0.1,0.1,0.1,0.0,0.0,0.0,-0.6,0.2,0.5,0.0
